Source: PubChem (several laboratories)
CDK5 inh: blocks human CDK5/p35 kinase activity. Q00535+Q15078. Recombinant CDK5/p35, ADP-Glo luminescence, 60 min. inhibition, % at 10 µM. 330,000 tested, 0.01% active;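 active = highest replicate inhibition of at least 50% and at least 75% of replicates reaching 50%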;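 also: plate controls were DMSO neutral control for no effect and GW8510 at 10 µM for full effect; many of its hits are not listed in these tables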
Target sequence (Q00535 whole entry, looked up): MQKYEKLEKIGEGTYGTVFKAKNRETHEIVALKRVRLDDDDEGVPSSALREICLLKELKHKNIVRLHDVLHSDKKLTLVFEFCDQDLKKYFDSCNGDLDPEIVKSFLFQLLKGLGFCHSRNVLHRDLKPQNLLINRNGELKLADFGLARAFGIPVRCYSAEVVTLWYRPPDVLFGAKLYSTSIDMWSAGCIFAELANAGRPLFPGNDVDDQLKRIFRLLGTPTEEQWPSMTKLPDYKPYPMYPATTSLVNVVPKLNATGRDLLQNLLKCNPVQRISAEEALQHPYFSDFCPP
Target sequence (Q15078 whole entry, looked up): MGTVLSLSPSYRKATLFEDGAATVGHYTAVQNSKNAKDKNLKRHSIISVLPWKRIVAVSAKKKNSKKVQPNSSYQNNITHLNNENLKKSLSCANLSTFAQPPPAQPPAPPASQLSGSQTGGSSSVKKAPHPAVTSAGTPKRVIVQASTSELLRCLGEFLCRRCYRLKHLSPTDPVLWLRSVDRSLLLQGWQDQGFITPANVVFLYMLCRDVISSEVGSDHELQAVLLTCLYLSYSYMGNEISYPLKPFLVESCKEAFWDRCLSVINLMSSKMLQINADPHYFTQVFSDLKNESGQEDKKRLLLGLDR
dFosB activator: mouse delta FosB homodimer activation; P13346; 340,000 tested, 0.99% active; purified delta FosB, TAMRA-CDK5 oligo fluorescence polarization; percent of positive-control signal above neutral wells; activation, % at 25 µM;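 active = mean activation above about 17%, with every replicate also reaching it, limit read from the data, passing the limit was not always enough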;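 also: fluorescence polarization rise as delta FosB binds a TAMRA Cdk5 AP-1 oligo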
Wnt bcat act: activates Wnt/beta-catenin signaling in a reporter cell assay. activator, plate reader. 300,000 tested, 1.2% active. activation, % at 9.35 µM; in the data active = activation above about 30%, passing the limit was not always enough;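 also: 0% = neutral control wells and 100% = positive control wells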
V-ATPase pH: regulators of yeast V-ATPase proton transport; S. cerevisiae, pHLuorin cytosolic pH fluorescence; response, % at 10 µM; 350,000 tested, 0.37% active; in the data active = response mostly above about 7.3%, no sharp cut-off; inactive = mostly below about 5.4%; also: actives read high; inactives centre near 0; some compounds called inactive have numbers as strong as hits
Rtt109 Vps75: C. albicans Rtt109 histone acetyltransferase inhibition; Q5AAJ8; purified Rtt109/Vps75, ThioGlo CoA-SH fluorescence, 4 h; inhibition, % at 34.9 µM; 330,000 tested, 0.16% active; AID 540336;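 active = inhibition of at least 50% in every replicate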
Target sequence (Q5AAJ8 whole entry, looked up): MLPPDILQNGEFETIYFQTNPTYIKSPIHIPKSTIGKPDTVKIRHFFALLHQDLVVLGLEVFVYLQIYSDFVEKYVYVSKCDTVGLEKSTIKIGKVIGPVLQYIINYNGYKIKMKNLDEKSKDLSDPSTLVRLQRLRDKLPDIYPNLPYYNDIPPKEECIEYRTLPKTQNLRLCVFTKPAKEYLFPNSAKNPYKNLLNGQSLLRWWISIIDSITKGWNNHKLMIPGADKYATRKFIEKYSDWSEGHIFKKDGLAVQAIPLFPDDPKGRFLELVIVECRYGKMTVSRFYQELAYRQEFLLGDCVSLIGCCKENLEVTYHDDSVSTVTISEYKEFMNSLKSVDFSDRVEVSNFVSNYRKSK
CAL PDZ FP-1: CAL PDZ (human) peptide binding inhibition; Q9HD26; purified CAL PDZ, TMR-peptide fluorescence polarization, 1 h; inhibition, % at 24.9 µM; 300,000 tested, 0.92% active; AID 602252;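 active = mean inhibition of at least 30% with at least half of replicates also reaching 30%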;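 also: 0% = DMSO neutral control and 100% = excess unlabeled competitor peptide PRC23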
MITF TRPM1 HTS: activators of MITF-driven TRPM1 promoter activity in SK-MEL-5 cells | AID 588334 | activation, % at 12.5 µM | SK-MEL-5 TRPM1-promoter luciferase, 24 h; % of positive control, neutral wells = 0 | 300,000 tested, 0.75% active;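 active = mean activation of at least 80% with every replicate also reaching 80%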;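 also: 0% = neutral control wells and 100% = parthenolide positive control wells; values of inactives mirror those of a sister screen read the other way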
CAL PDZ FP-2: human CAL PDZ-peptide interaction inhibition. Q9HD26. purified CAL PDZ, TMR-peptide fluorescence polarization, 1 h. inhibition, % at 20 µM. 330,000 tested, 0.02% active. AID 504414;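 active = highest replicate inhibition of at least 40%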;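 also: plate controls were DMSO neutral control wells for no effect and unlabeled competitor peptide control wells for full effect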
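Control set: unlabelled peptide and DMSO controls / Material: purified CerCALP PDZ construct / Timing: 1 h incubation at room temperature before polarization reading / Doses: 20 µM, one dose / Detection: fluorescence polarization (mP)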
Tat export inh: inhibitors of E. coli Tat protein transport | E. coli MC4100 TorA-mCherry Tat export, fluorescence | inhibition, % at 10 µM | 340,000 tested, 0.036% active | AID 488895;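 active = mean replicate inhibition at least 50% and at least half of replicates individually reaching 50%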;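 also: exported cargo escapes ClpAP degradation while cytoplasmic cargo is degraded and loses fluorescence; 0% = median of neutral control wells and 100% = median of NaSCN control wells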
cardiac RTF act: cardiac RTF calcium sensitization. P19429+P45379. IANBD-labeled TnC RTF fluorescence at EC20 calcium; 0% EC20 calcium, 100% full calcium. activation, % at 7.2 µM. 340,000 tested, 0.24% active. AID 493008;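 active = activation above the mean over all tested compounds plus 3 SD, cut at about 30% in these data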;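 also: rise in fluorescence read as greater calcium sensitivity of cardiac thin filaments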
The depositor's hits bear a star; · = not tested or not shown. Hits appear at their usual frequency; overall some 4.1% were active at least once.

[1] O=c1c2ccccc2nnn1COc1cccc(Cl)c1
[2] O=C(NCc1ccncc1)C1CCCN1S(=O)(=O)c1ccc(Cl)cc1 (stereo not given)
[3] COc1cc(OC)c(N(C)S(=O)(=O)c2cccc(C(=O)NC(C)C3CC4CCC3C4)c2)cc1Cl (stereo not given)
[4] CCC1CCCCN1C(=O)Nc1cc(Cl)ccc1OC (stereo not given)
[5] O=c1oc2cc([N+](=O)[O-])ccc2nc1/C=C(\O)c1cccc(Br)c1
[6] CCC(C)N(C)C1CCN(C(=S)Nc2ccc(OC)cc2)CC1 (stereo not given)
[7] CCOc1ccccc1C1CC(c2ccccc2)Nc2nc(N)nn21 (stereo not given)
[8] COc1ccc(OCCNS(=O)(=O)c2ccccc2)cc1

compound no.	1	2	3	4	5	6	7	8
Tat export inh	1	-11	-4	-1	-1	4	2	2
MITF TRPM1 HTS	44	-10	-13	7	-17	-8	-10	-5
dFosB activator	-4	0	-6	-5	-3	1	-8	3
cardiac RTF act	-7	7	-4	0	-1	-6	2	0
Rtt109 Vps75	·	-8	-2	9	-7	-6	-6	5
CAL PDZ FP-1	0	-5	-2	0	-2	-1	·	-2
V-ATPase pH	0	1	-1	0	2	0	0	-1
Wnt bcat act	7	-3	-3	-1	6	-4	-1	0
CDK5 inh	-0.2	1.5	0.8	-0.8	0.3	0.5	0.8	-8.2
CAL PDZ FP-2	-0.6	-0.7	0.9	-2.0	-0.7	-1.9	0.1	·

Quoted at random: 5 entries already listed, in no set order.
[4] CCC1CCCCN1C(=O)Nc1cc(Cl)ccc1OC (stereo not given)
[7] CCOc1ccccc1C1CC(c2ccccc2)Nc2nc(N)nn21 (stereo not given)
[3] COc1cc(OC)c(N(C)S(=O)(=O)c2cccc(C(=O)NC(C)C3CC4CCC3C4)c2)cc1Cl (stereo not given)
[1] O=c1c2ccccc2nnn1COc1cccc(Cl)c1
[6] CCC(C)N(C)C1CCN(C(=S)Nc2ccc(OC)cc2)CC1 (stereo not given)

compound no.	4	7	3	1	6
Tat export inh	-1	2	-4	1	4
MITF TRPM1 HTS	7	-10	-13	44	-8
dFosB activator	-5	-8	-6	-4	1
cardiac RTF act	0	2	-4	-7	-6
Rtt109 Vps75	9	-6	-2	·	-6
CAL PDZ FP-1	0	·	-2	0	-1
V-ATPase pH	0	0	-1	0	0
Wnt bcat act	-1	-1	-3	7	-4
CDK5 inh	-0.8	0.8	0.8	-0.2	0.5
CAL PDZ FP-2	-2.0	0.1	0.9	-0.6	-1.9

The list continues:
[9] CCc1nnc(NC(=O)c2cccc(S(=O)(=O)N3CCCCC3)c2)s1
[10] Cc1cccc(OCC(=O)NC2CCCC2)c1
[11] Cc1nn(Cc2ccccc2)c(C)c1C(=O)NCCN1C(=O)S/C(=C\c2ccc(F)cc2)C1=O
[12] CC(C)N(C)Cc1nnnn1CC(=O)N(C)Cc1ccc(F)cc1
[13] O=C(Nc1cccnc1Cl)C1CCCN(c2ncnc3c2nc2n3CCCCC2)C1 (stereo not given)
[14] O=C1C2CC=C(Cl)CC2C(=O)N1c1ncn[nH]1 (stereo not given)
[15] O=C(COc1ccc(Br)cc1)NCCCNC(=O)c1cccnc1
[16] CCOC(=O)C1=NN(C(=O)c2ccc(C)cc2)C(O)(c2ccc(Cl)cc2)C1 (stereo not given)

compound no.	9	10	11	12	13	14	15	16
Tat export inh	10	0	-9	-4	5	-3	-5	13
MITF TRPM1 HTS	-9	-4	-5	·	-7	-4	15	-12
dFosB activator	-12	-9	-5	-2	-19	4	-4	1
cardiac RTF act	2	-2	3	6	-1	-1	1	2
Rtt109 Vps75	-6	-9	5	-1	-5	3	1	-28
CAL PDZ FP-1	-3	-2	·	-3	-5	8	-5	1
V-ATPase pH	3	0	-5	0	-11	-4	-4	5
Wnt bcat act	0	-1	-1	3	-2	1	-1	2
CDK5 inh	1.6	1.9	0.4	-0.8	0.6	-1.9	0.6	-1.3
CAL PDZ FP-2	-1.1	-2.6	-0.2	-3.1	-1.4	0.1	-0.9	-0.7

[17] Cc1ccc(S(=O)(=O)N2[C@@H](c3cccc(Cl)c3)C(C(=O)O)=CC[C@H]2c2ccc(Cl)cc2)cc1
[18] COC(CNC(=O)c1ccc(N2CCC3(CC2)OCCO3)c([N+](=O)[O-])c1)OC
[19] CCCc1n(CC(O)COC2CCCCC2)c2ccccc2[n+]1C (stereo not given)
[20] Cc1ccc(NC(=S)N/N=C2/CCCCc3ccccc32)cc1
[21] Cc1ccc(-n2ncc3c(=O)n(CC(=O)N4CCCCCC4)cnc32)cc1
[22] O=C1Nc2ccccc2S/C1=C/c1cccs1
[23] O=C(CSc1n[nH]c(-c2ccco2)n1)Nc1sc2c(c1C(=O)Nc1ccccc1)CCCC2
[24] CCCCNC(=O)c1ccccc1NC(=O)c1ccc2c(c1)OCO2

compound no.	17	18	19	20	21	22	23	24
Tat export inh	13	5	-21	1	3	-2	-11	5
MITF TRPM1 HTS	-10	2	-5	8	1	·	·	-9
dFosB activator	3	3	1	-2	-8	7	25*	-6
cardiac RTF act	-5	-4	0	1	8	4	-5	-10
Rtt109 Vps75	25	4	-2	19	-3	-3	10	·
CAL PDZ FP-1	-8	-1	4	1	-1	·	-4	-2
V-ATPase pH	-4	-1	-1	-3	-2	2	-1	19
Wnt bcat act	-1	-2	2	11	·	34*	-3	0
CDK5 inh	-2.6	·	1.5	1.4	-0.1	-0.5	-0.5	0.1
CAL PDZ FP-2	-0.5	1.1	0.5	0.6	-1.1	-0.2	·	-2.0

[25] COc1nc(/C=C/N(C)C)c([N+](=O)[O-])c(OC)n1
[26] CCOC(=O)[C@@H]1[C@H]2COc3cc(OC)ccc3[C@H]2N2C(=O)N(c3cccc(F)c3)C(=O)[C@@]12C
[27] Cc1nnsc1SCCNC(=O)Nc1ccc(Cl)cc1
[28] CC(C)c1ccc(CNC(=O)CCc2ccccc2)cc1
[29] CN(CCN1CCOCC1)C(=O)c1cc(COc2ccc(F)c(F)c2)on1
[30] CCN(CC)C(=O)CSc1nc(-c2ccc(C)cc2)nc2c1COC(C)(C)C2
[31] Cc1ccc(N=Cc2ccc(O)cc2O)cc1F
[32] O=c1c2sc3ccccc3c2[nH]c(=S)n1CCN1CCOCC1

compound no.	25	26	27	28	29	30	31	32
Tat export inh	-3	13	-6	7	0	1	-3	-7
MITF TRPM1 HTS	-7	11	61	5	4	·	6	10
dFosB activator	-2	-9	-5	-3	3	-7	-16	-11
cardiac RTF act	-3	-3	4	5	0	3	9	-3
Rtt109 Vps75	12	8	7	-2	-4	5	-18	10
CAL PDZ FP-1	-2	-4	·	-6	2	0	-6	-3
V-ATPase pH	3	2	-2	3	1	-4	-2	-1
Wnt bcat act	0	-2	6	0	3	·	·	0
CDK5 inh	-1.3	-1.3	-0.7	-0.3	0.5	2.0	4.2	-3.8
CAL PDZ FP-2	-1.1	-0.5	-2.0	0.8	0.8	-1.4	-1.2	-0.7

[33] Cc1ccccc1C(=O)N/N=C/c1ccncc1
[34] COc1cc(S(=O)(=O)NCc2ccncc2)c(OC)cc1Br
[35] CCN(CC(=O)Nc1c(F)cccc1F)C(=O)CC1CCCCC1
[36] CCCCOc1ccc(C(=O)NCCOc2cccc(OC)c2)cc1
[37] CC(C)[C@H](NC(=O)Nc1cccc(Br)c1)C(=O)O
[38] Cc1cc(O)c(N)c(C)c1Cl
[39] CCn1c(SCC(=O)Nc2nc(-c3ccccc3)cs2)nnc1-c1ccccc1O
[40] Cc1cc(C)c(S(=O)(=O)NCC(CCC(=O)O)C(F)(F)F)c(C)c1 (stereo not given)

compound no.	33	34	35	36	37	38	39	40
Tat export inh	0	-6	-6	1	1	7	8	-4
MITF TRPM1 HTS	9	-7	-2	12	4	-6	-3	5
dFosB activator	-1	-7	-5	-13	6	8	-11	1
cardiac RTF act	0	3	15	-1	-3	1	0	-3
Rtt109 Vps75	2	8	-2	-7	-5	-8	-3	-9
CAL PDZ FP-1	4	-1	1	-3	-4	-2	4	-6
V-ATPase pH	1	3	1	-4	-1	2	0	-5
Wnt bcat act	4	-2	2	2	-3	·	·	0
CDK5 inh	-0.4	-0.4	0.9	0.8	0.4	-1.1	-0.5	0.1
CAL PDZ FP-2	-1.0	-2.3	-2.3	-0.3	-2.6	-0.2	-0.6	-1.1

[41] CCn1c(CC(=O)Nc2ccc(OC)cc2)nnc1SCC(=O)N1CCOCC1
[42] Cc1ccc(Nc2c(-c3ccc(C)o3)nc3cnccn23)cc1
[43] N/C(=N\c1nc2c(c(=O)[nH]1)CCC2)Nc1cccc(Cl)c1
[44] CCC(C)(C)NC(=O)C(c1cccn1C)N(C(=O)Cn1nnc2ccccc21)c1ccc(NC(C)=O)cc1 (stereo not given)
[45] O=S(=O)(NCCO)c1cccc2cccnc12
[46] CCc1nnc(NC(=O)/C=C/c2ccc(C)o2)s1
[47] CC(=O)Oc1ccc2c(c1)OC(c1ccccc1)CC21CC(C)(C)NC(=O)N1 (stereo not given)
[48] CC1CCN(C(=O)CNS(=O)(=O)c2ccc(Br)s2)CC1

compound no.	41	42	43	44	45	46	47	48
Tat export inh	-3	-2	-10	-6	-5	-1	5	-2
MITF TRPM1 HTS	-32	36	-3	-3	2	71	4	10
dFosB activator	-6	-4	-5	-8	-5	-6	-4	-5
cardiac RTF act	0	5	-3	3	-7	3	-1	4
Rtt109 Vps75	-6	-4	10	-3	-7	-8	-11	14
CAL PDZ FP-1	6	-1	-1	-2	5	-4	1	-1
V-ATPase pH	-2	-2	14	-1	1	-76	-3	1
Wnt bcat act	1	26	4	-1	-5	22	·	·
CDK5 inh	-0.3	-0.2	0.3	-0.1	-1.7	-2.2	-0.4	0.0
CAL PDZ FP-2	-2.2	0.5	-2.7	-1.4	-0.2	-0.1	0.8	-1.9

[49] Cc1ccc(C)c(Cn2cnc3c(nnn3-c3ccc(F)cc3)c2=O)c1
[50] Cc1coc2cc3oc(=O)c(CC(=O)N4C[C@H]5C[C@@H](C4)c4cccc(=O)n4C5)c(C)c3cc12
[51] CCOc1ccc(S(=O)(=O)NCCC(=O)NCC(c2ccco2)N2CCCCC2)cc1 (stereo not given)
[52] COc1ccc(S(=O)(=O)N(CC(=O)NCC2CCCO2)Cc2ccccc2)cc1C (stereo not given)
[53] CCn1c(SCC(=O)N/N=C/c2ccccc2OCC(=O)O)nnc1-c1ccc(OC)cc1
[54] CCOC(=O)C1CCCN(S(=O)(=O)Cc2ccccc2)C1 (stereo not given)
[55] OC1CCCCC1
[56] Cc1occc1C(=O)N1CCCC(Nc2ccc(F)cc2)C1 (stereo not given)
[57] Cc1c(CCC(=O)O)c(=O)oc2cc3oc4c(c3cc12)CCCC4
[58] O=C(Cc1ccccc1[N+](=O)[O-])Nc1ccc2c(c1)OCO2

compound no.	49	50	51	52	53	54	55	56	57	58
Tat export inh	-1	4	-4	-3	0	1	-4	-3	-3	5
MITF TRPM1 HTS	6	4	-8	-1	-11	3	-5	6	-25	9
dFosB activator	-10	-12	-2	-9	0	-6	-5	1	-4	-4
cardiac RTF act	-5	9	-3	-1	-2	-2	-1	-2	-3	0
Rtt109 Vps75	-5	0	2	1	-1	-3	5	0	-2	-3
CAL PDZ FP-1	-6	-2	1	-4	-2	-2	-8	0	-7	9
V-ATPase pH	7	3	0	-1	-1	0	0	7	2	-1
Wnt bcat act	-2	-1	-1	-2	-2	0	12	0	10	8
CDK5 inh	3.6	-0.7	-0.6	0.1	-0.9	0.3	0.4	0.3	0.4	-0.2
CAL PDZ FP-2	-0.4	-2.1	-0.4	-2.1	0.9	-2.8	-1.3	-2.2	-4.6	0.7
